# Compound activity (PubChem)
# SR-BI HDL uptake – inhibitors of SR-BI mediated HDL lipid uptake, primary screen, ldlA[mSR-BI] cells, fluorescence, single point; 320,000 tested, 0.96% active; ldlA[mSR-BI] CHO cells, DiI-HDL uptake fluorescence, 3 h; inhibition, % at 12.5 µM;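 active means mean replicate inhibition of at least 70% and a set share of replicates each scoring 70 or more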;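 further: 0% = median of neutral control wells and 100% = median of positive control wells; values of inactives mirror those of a sister screen read the other way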
# NSD2 inh – NSD2 histone methyltransferase inhibitors, primary screen, biochemical, AlphaScreen, single concentration, set 2 | NSD2 peptide methylation, 120 min | inhibition, % at 12.5 µM | 310,000 tested, 0.54% active; in the data active means inhibition above about 50%
# Target sequence (O96028 whole entry, looked up): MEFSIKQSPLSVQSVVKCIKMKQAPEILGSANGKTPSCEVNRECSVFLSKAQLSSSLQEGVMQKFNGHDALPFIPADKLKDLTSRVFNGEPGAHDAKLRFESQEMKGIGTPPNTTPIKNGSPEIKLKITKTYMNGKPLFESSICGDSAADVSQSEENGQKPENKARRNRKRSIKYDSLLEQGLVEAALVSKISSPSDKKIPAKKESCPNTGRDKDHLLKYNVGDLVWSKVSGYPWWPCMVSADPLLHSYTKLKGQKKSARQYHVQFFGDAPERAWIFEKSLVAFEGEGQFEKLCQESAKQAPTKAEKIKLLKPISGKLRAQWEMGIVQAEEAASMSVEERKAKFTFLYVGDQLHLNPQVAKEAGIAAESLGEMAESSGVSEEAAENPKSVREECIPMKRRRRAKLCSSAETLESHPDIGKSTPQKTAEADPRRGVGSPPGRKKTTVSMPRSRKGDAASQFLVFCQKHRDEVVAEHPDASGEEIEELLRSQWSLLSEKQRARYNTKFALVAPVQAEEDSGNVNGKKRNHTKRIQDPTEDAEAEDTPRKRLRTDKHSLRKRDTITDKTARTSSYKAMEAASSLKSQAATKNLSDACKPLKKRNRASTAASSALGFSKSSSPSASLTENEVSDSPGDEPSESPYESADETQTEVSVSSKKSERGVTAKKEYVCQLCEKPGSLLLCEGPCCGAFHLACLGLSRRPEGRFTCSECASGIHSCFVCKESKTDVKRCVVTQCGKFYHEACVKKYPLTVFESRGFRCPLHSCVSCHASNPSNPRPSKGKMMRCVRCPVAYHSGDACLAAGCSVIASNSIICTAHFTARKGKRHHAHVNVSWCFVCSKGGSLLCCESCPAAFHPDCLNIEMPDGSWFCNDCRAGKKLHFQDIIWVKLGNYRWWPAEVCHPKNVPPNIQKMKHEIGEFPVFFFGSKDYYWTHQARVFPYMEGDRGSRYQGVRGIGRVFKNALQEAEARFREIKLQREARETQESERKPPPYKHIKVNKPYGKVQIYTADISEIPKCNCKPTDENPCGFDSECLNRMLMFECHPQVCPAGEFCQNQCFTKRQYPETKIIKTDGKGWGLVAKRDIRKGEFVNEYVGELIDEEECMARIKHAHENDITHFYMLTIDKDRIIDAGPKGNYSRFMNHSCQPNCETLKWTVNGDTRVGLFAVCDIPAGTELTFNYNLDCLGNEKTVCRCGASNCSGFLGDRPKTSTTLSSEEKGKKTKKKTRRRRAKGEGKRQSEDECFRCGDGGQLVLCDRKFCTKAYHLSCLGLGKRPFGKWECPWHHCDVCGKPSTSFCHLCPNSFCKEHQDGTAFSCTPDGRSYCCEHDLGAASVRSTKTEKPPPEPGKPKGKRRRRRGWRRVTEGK
# Arr AP2 block – inhibitors of beta-arrestin/AP2 binding, primary screen, biochemical, GPCR trafficking, flow cytometry. 340,000 tested, 0.31% active. inhibition, % at 10 µM. beta-arrestin 1 C-terminal peptide binding to AP2 beta2-adaptin appendage (human). FITC-arrestin peptide / GST-AP2 beads; AP2 beta2 appendage carries R879A mutation;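 active means inhibition above a set limit, near 3 SD of compounds lacking own fluorescence, cut at about 54% in these data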;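 further: plate controls were DMSO wells for no effect and 5 µM unlabelled arrestin peptide for full effect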
#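 Material – GST-tagged AP2 beta2-adaptin appendage (R879A) on 4 µm glutathione beads · Probe or stimulus – fluorescein-tagged arrestin peptide at 50 nM final · Timing – 12 min plus 1 h, RT · Detection – bead flow cytometry, FITC channel · Read-out basis – inhibition as reduced fluorescein signal on beads, percent · Medium – PBS plus Tween 20 (0.05%) and BSA (0.1%)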
# SR-BI uptake up – activators of SR-BI mediated DiI-HDL uptake, primary screen, ldlA[mSR-BI] CHO cells, DiI fluorescence; 3 h; 100 = double the neutral-control signal; 320,000 tested, 0.096% active; activation, % at 12.5 µM;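 active means mean replicate activation of at least 60% and every replicate at or above 60%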;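 further: 0% = median plate neutral-control signal and 100% = twice that signal; values of inactives mirror those of a sister screen read the other way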
#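 system = CHO ldlA[mSR-BI] cells, LDL receptor-null, SR-BI overexpressing | medium = Ham's F12 with 0.5% BSA, HEPES 25 mM, pH 7.4 | probe or stimulus = DiI-HDL 10 µg/mL | compound dosing = single-point compound dose | incubation = compound exposure 3 h, 37 °C | technique = DiI fluorescence, bottom read | read-out = cell-associated DiI fluorescence as measure of HDL uptake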
# dFosB act – activators of delta FosB homodimer, primary screen, biochemical, fluorescence polarization, TAMRA-CDK5 oligo, single point; Protein FosB (Mus musculus), P13346; purified delta FosB; percent of positive-control signal above neutral wells; activation, % at 25 µM; 340,000 tested, 0.99% active; AID 493131, 2011;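 active means mean activation above about 17%, with every replicate also reaching it, limit read from the data, passing the limit was not always enough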;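 further: fluorescence polarization rise as delta FosB binds a TAMRA Cdk5 AP-1 oligo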
# CDK5 inh – inhibitors of human CDK5/p35 kinase, primary screen, biochemical, single concentration; 330,000 tested, 0.01% active; Recombinant CDK5/p35, ADP-Glo luminescence, 60 min; Cyclin-dependent kinase 5 (Homo sapiens) + Cyclin-dependent kinase 5 activator 1 (Homo …; inhibition, % at 10 µM;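 active means highest replicate inhibition of at least 50% and at least 75% of replicates reaching 50%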;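 further: plate controls were DMSO neutral control for no effect and GW8510 at 10 µM for full effect; many of its hits are not listed in these tables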
# PKA-R2B activ – activators of PKA-R2B holoenzyme, primary screen, biochemical, fluorescence polarization, Cy5-IP20, human. activation, % at 11.4 µM. AID 504700, 2011. PKA-R2B holoenzyme dissociation; R2B truncated from residue 108, S112A mutant; 0% DMSO only, 100% 113 µM cGMP. 340,000 tested, 0.079% active. cAMP-dependent protein kinase catalytic subunit beta (Homo sapiens) + cAMP-dependent …;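 active means activation above a cutoff set at the mean over all compounds plus 3 SD, cut at about 18% in these data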;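 further: higher means more holoenzyme dissociation and a rise in polarization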
# PKA-R1A activ – activators of PKA-R1A holoenzyme, primary screen, biochemical, fluorescence polarization, Cy5-IP20, bovine R1A, mouse PKAc. cAMP-dependent protein kinase type I-alpha regulatory subunit (Bos taurus) + …. PKA-R1A dissociation; scaled: DMSO 0%, 113 µM cGMP 100%. activation, % at 11.4 µM. 340,000 tested, 0.083% active. AID 504707, 2011;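 active means percent activation above the mean of all tested compounds plus 3 SD, cut at about 19% in these data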;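 further: higher means more PKAc released from R1A so a rise in polarization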
# MITF TRPM1 HTS – activators of MITF-driven TRPM1 promoter reporter, primary screen, cell-based, SK-MEL-5, luciferase, single point; SK-MEL-5 TRPM1-promoter luciferase, 24 h; % of positive control, neutral wells = 0; activation, % at 12.5 µM; 300,000 tested, 0.75% active; AID 588334, 2011;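 active means mean activation of at least 80% with every replicate also reaching 80%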;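 further: 0% = neutral control wells and 100% = parthenolide positive control wells; values of inactives mirror those of a sister screen read the other way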
# SUMO Mot1 rescue – yeast Mot1-301 growth rescue at high temperature, primary screen, SUMOylation pathway inhibitor project, S. cerevisiae, ATP luminescence, 38.5C | S. cerevisiae Mot1-301 growth rescue; percent above DMSO median, 100 means doubled | growth rescue, % at 18.8 µM | 320,000 tested, 1% active | AID 2716, 2010;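 active means every valid replicate shows activation above 250% relative to neutral control wells; inactive means the rest, any valid replicate at or below 250%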;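 further: OY570 slx delta 5 strain wells were the positive control but not used for scaling; some compounds called inactive have numbers as strong as hits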
# DSG3 Ab inh – inhibitors of pemphigus antibody binding to DSG3, primary screen, biochemical, bead-based, flow cytometry, scFv-GFP | DSG3-coupled beads, scFv-anti-DSG3-GFP binding; hits give low values | binding (percent of control), % at 10 µM | 310,000 tested, 0.48% active | AID 588358, 2011;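 active means binding more than 3 SD below its plate's average and above zero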;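 further: hits lower antibody fragment binding to DSG3; some compounds called inactive have numbers as strong as hits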
# The depositor's hits bear a star; · = not tested or not shown. Compounds were not picked by outcome; overall some 4.7% were active at least once.
SMILES,SR-BI HDL uptake,NSD2 inh,Arr AP2 block,SR-BI uptake up,dFosB act,CDK5 inh,PKA-R2B activ,PKA-R1A activ,MITF TRPM1 HTS,SUMO Mot1 rescue,DSG3 Ab inh
Nc1nc(Cl)nc2c1ncn2C1OCC(O)C(O)C1O (stereo not drawn),-3,5,-8,3,2,-8.8,8,-4,-7,·,·
Cc1ccc(CNC(=O)CSc2nc3ccsc3c(=O)n2Cc2ccccn2)cc1,-29,-3,4,29,-8,1.3,-10,-5,14,3,·
COCc1ccc(C(=O)Nc2ccc(C(=O)O)cc2)o1,·,-8,-8,·,-1,-1.4,-4,-6,-3,4,100
Cc1c2c(n3c(nc4ccccc43)c1C#N)N(CCN(C)C)CC2,-16,2,6,16,13,-0.6,4,1,-6,-27,97
Nc1ccc2nc(C3CCCCC3)[nH]c2c1,4,-3,1,-4,-4,-0.6,-9,-5,12,-19,87
Cc1cc(=O)[nH]c(NN=Cc2c(Cl)cccc2Cl)n1,15,-1,-6,-15,-13,-4.6,-2,4,4,·,93
CC(C)(C)N(NC(=O)Nc1ccccc1)C(=O)c1ccccc1,-44,-4,-2,44,-1,0.1,-4,-18,10,177,103
Cc1ccc2c(c1)N(CCCC(=O)NCCC1=CCCCC1)C(=O)CO2,11,2,4,-11,1,0.0,-21,-10,3,5,104
O=C(CN1CCN(c2cccc(Cl)c2)CC1)NCc1ccccc1,1,4,2,-1,1,1.3,-9,-6,-4,27,99
Cc1ccc(-c2cc(C(=O)NCCN3CCOCC3)c3ccccc3n2)o1,18,2,-4,-18,-3,0.2,-7,5,5,-11,103
Cc1nnc2sc(-c3ccncc3)nn12,-19,-2,11,19,-5,0.8,-4,-6,15,-9,·
Cc1csc(SCC(=O)Nc2nnc(C)s2)n1,-4,-2,5,4,0,0.1,6,3,0,195,98
COC(=O)CSC1=NS(=O)(=O)c2ccccc21,-43,·,8,43,0,0.5,-7,7,-54,-1,·
COc1ccccc1C(=O)C(=O)c1ccccc1OC,-16,0,2,16,0,-0.2,0,4,-8,·,91
Cc1cc2c(cc1S(=O)(=O)NCCc1ccccc1)NC(=O)CO2,4,0,7,-4,-12,-1.5,1,0,-3,1,99
CC1(C)Cc2sc3c(=O)[nH]c(=S)[nH]c3c2CO1,·,75*,12,·,-8,3.2,2,0,-2,-9,94
CC1=CC=CN2C1=NC(=O)CC2(C)C(=O)N(CC(=O)NC1CCCC1)c1ccccc1C (stereo not drawn),-26,-1,44,26,3,0.9,-4,-5,-12,-31,97
COc1ccc(S(=O)(=O)N2CCOCC2)cc1NC(=O)CCc1c[nH]c2ccccc12,44,10,-6,-44,8,0.8,-3,-4,13,82,120
O=C(O)CSc1c[nH]c2ccccc12,1,-5,6,-1,1,-0.8,9,-4,-3,·,·
Cc1c(Cl)cccc1-n1c(SCC(=O)N(C)Cc2ccccc2)nnc1-c1ccncc1,6,2,4,-6,-7,-0.6,5,0,·,251,96
COCCN(CCOC)c1nc(-c2ccccc2)nc2ccccc12,3,-7,-5,-3,-7,-2.5,-3,-9,·,-5,116
Cc1ccc(CNC(=O)CNC(=O)c2ccc(Br)o2)cc1,-28,1,5,28,-2,-3.9,-8,-10,7,16,107
CN(C)c1ccc(Nc2nc(N)c3ccccc3n2)cc1,-46,·,9,46,0,23,-8,-4,·,-67,103
C=CCNC(=O)CCCOc1ccc(C)cc1,36,-1,4,-36,-7,0.5,-11,10,6,0,·
CN(C)CCCN(C(=O)CCSc1ccccc1)c1nc2cc3c(cc2s1)OCO3,-14,·,4,14,15,0.0,6,1,-37,-13,107

# Shown with the structure last: four of the compounds above
SR-BI HDL uptake	NSD2 inh	Arr AP2 block	SR-BI uptake up	dFosB act	CDK5 inh	PKA-R2B activ	PKA-R1A activ	MITF TRPM1 HTS	SUMO Mot1 rescue	DSG3 Ab inh	Compound
-4	-2	5	4	0	0.1	6	3	0	195	98	Cc1csc(SCC(=O)Nc2nnc(C)s2)n1
-43	·	8	43	0	0.5	-7	7	-54	-1	·	COC(=O)CSC1=NS(=O)(=O)c2ccccc21
-16	0	2	16	0	-0.2	0	4	-8	·	91	COc1ccccc1C(=O)C(=O)c1ccccc1OC
4	0	7	-4	-12	-1.5	1	0	-3	1	99	Cc1cc2c(cc1S(=O)(=O)NCCc1ccccc1)NC(=O)CO2

# (further entries)
SMILES,SR-BI HDL uptake,NSD2 inh,Arr AP2 block,SR-BI uptake up,dFosB act,CDK5 inh,PKA-R2B activ,PKA-R1A activ,MITF TRPM1 HTS,SUMO Mot1 rescue,DSG3 Ab inh
CSc1ncccc1C(=O)NCCc1ccccc1,6,·,11,-6,-7,1.9,-6,2,-1,-2,99
COc1ccc(CNC(=O)c2cc(=O)c3cc(C)ccc3o2)cc1,-5,-1,-1,5,17*,-0.4,-6,-17,8,-6,101
COc1ccc(-n2c(=S)[nH]c3cc(C(=O)NC4CCCCC4)ccc3c2=O)c(OC)c1,0,1,-5,0,10,-0.2,-6,-11,-26,-13,83
Cc1ccc(C(=O)OCC(=O)NC2CCS(=O)(=O)C2)c(C)c1 (stereo not drawn),-21,1,13,21,-3,0.2,-6,-7,6,14,·
C/C(=N\Nc1nc2ccccc2[nH]1)c1ccccn1,-6,11,2,6,-8,0.5,11,7,-55,-24,95
COc1ccc(-c2cc(-c3ccccc3)nc(N)n2)c(O)c1,52,1,4,-52,-12,-1.3,2,2,·,·,93
O=C(NCC1CCCCC1)c1ccco1,-8,-4,-6,8,-6,-1.3,-5,-9,10,-21,102
Cn1c(C(=O)N2CCN(c3ccccc3)CC2)cc2cc(Cl)ccc21,-6,0,5,6,1,0.4,12,12,-6,46,82
CC(C)NC(=O)CCCC(=O)NC(C)C,-22,·,-5,22,-6,-0.2,-2,12,15,-2,103
C=CCn1c(N)c(C(=O)NC2CCCCC2)sc1=S,-33,1,17,33,-4,-1.0,7,-3,4,-11,103
COc1ccccc1/C=C/C(=O)OCC(=O)c1c(N)n(C)c(=O)n(C)c1=O,2,-5,0,-2,-7,-0.5,-5,-4,15,-6,96
Cc1[nH]c(=S)c(C#N)c(C)c1C(=O)Nc1ccccc1,-15,0,20,15,0,3.8,-9,-8,-5,26,100
O=S(=O)(NCC1CCCO1)c1ccc(Cl)c(C(F)(F)F)c1 (stereo not drawn),12,0,3,-12,-2,0.0,-3,-5,7,1,98
Cc1nnsc1-c1onc(C)c1C(=O)Nc1cc(Cl)cc(Cl)c1,42,22,-8,-42,3,0.3,-4,-3,5,114,108
C=CCNC(=S)NNC(=O)CCC(O)CCCCC (stereo not drawn),-9,-1,-7,9,0,2.0,8,-1,-11,6,113
COc1ccccc1C(=O)NCCC(=O)N(C)CC(=O)Nc1ccc(Cl)cc1,-2,1,-9,2,-9,1.3,6,-3,-6,-12,103
COC(=O)c1ccc(-c2nc3ccc(C)cc3o2)cc1,-11,-3,2,·,-6,-3.6,-4,-6,-6,7,·
C=CCn1c(SCc2ccc(C#N)cc2)nnc1-c1ccc(C)cc1,5,61*,7,-5,0,0.3,4,5,-1,8,105
O=S(=O)(c1cnc[nH]1)N1CCCCCC1,-14,-1,0,14,4,-0.6,-14,-13,3,2,93
O=C(CCSc1ccc(Cl)cc1)c1ccco1,·,-4,33,·,-5,1.5,-7,-5,2,13,97
CCOC(=O)C1CCCN(C(=O)c2cnn3c(C(F)(F)F)cc(-c4ccccc4)nc23)C1 (stereo not drawn),11,-1,5,-11,-7,-0.4,2,-8,-10,5,105
COC(=O)c1sc2ncccc2c1OCc1ccc(Cl)cc1,65,0,12,-65,-2,0.3,-10,-5,·,-5,101
CCc1ccc(N2CC(C(=O)N/N=C/c3cccc([N+](=O)[O-])c3)CC2=O)cc1 (stereo not drawn),1,·,3,-1,-5,-1.2,-7,-2,-11,-9,105

# Part of the list above in order of formula weight, high to low.
SMILES,SR-BI HDL uptake,NSD2 inh,Arr AP2 block,SR-BI uptake up,dFosB act,CDK5 inh,PKA-R2B activ,PKA-R1A activ,MITF TRPM1 HTS,SUMO Mot1 rescue,DSG3 Ab inh
COc1ccccc1/C=C/C(=O)OCC(=O)c1c(N)n(C)c(=O)n(C)c1=O,2,-5,0,-2,-7,-0.5,-5,-4,15,-6,96
Cc1nnsc1-c1onc(C)c1C(=O)Nc1cc(Cl)cc(Cl)c1,42,22,-8,-42,3,0.3,-4,-3,5,114,108
COc1ccc(CNC(=O)c2cc(=O)c3cc(C)ccc3o2)cc1,-5,-1,-1,5,17*,-0.4,-6,-17,8,-6,101

# Compound profiles (already shown):
# O=S(=O)(NCC1CCCO1)c1ccc(Cl)c(C(F)(F)F)c1 (stereo not drawn) is listed with SR-BI HDL uptake = 12; NSD2 inh = 0; Arr AP2 block = 3; SR-BI uptake up = -12; dFosB act = -2; CDK5 inh = 0.0; PKA-R2B activ = -3; PKA-R1A activ = -5; MITF TRPM1 HTS = 7; SUMO Mot1 rescue = 1; DSG3 Ab inh = 98
# Cc1[nH]c(=S)c(C#N)c(C)c1C(=O)Nc1ccccc1 is listed with SR-BI HDL uptake = -15; NSD2 inh = 0; Arr AP2 block = 20; SR-BI uptake up = 15; dFosB act = 0; CDK5 inh = 3.8; PKA-R2B activ = -9; PKA-R1A activ = -8; MITF TRPM1 HTS = -5; SUMO Mot1 rescue = 26; DSG3 Ab inh = 100
